From PubChem
SIRT5 block: sirtuin-5 (human) deacylase inhibition | Purified SirT5, succinyl-peptide AMC, trypsin-coupled fluorescence | inhibition, % at 15 µM | actives 1.1% (n = 330,000) | AID 652115; in the data active means inhibition above about 15%
Target sequence (Q9NXA8 whole entry, looked up): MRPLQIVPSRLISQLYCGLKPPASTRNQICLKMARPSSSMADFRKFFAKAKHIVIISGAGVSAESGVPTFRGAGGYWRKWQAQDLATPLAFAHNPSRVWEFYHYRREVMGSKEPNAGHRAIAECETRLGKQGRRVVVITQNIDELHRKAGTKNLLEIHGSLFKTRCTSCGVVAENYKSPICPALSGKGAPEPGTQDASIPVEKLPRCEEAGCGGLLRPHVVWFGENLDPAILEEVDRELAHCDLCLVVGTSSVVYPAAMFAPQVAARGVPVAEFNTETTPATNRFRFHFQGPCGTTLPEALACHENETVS
CASP6 VEID inh: inhibitors of human caspase-6; P55212; purified caspase-6, Z-VEID-R110 cleavage fluorescence; inhibition, % at 12.5 µM; actives 0.53% (n = 350,000); AID 686996;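 active means mean inhibition across replicates at least about 35%, with every replicate also reaching that limit, limit read from the data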;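 further: 0% = median of neutral control wells and 100% = no fluorescence left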
Target sequence (P55212 24-179 limits assumed): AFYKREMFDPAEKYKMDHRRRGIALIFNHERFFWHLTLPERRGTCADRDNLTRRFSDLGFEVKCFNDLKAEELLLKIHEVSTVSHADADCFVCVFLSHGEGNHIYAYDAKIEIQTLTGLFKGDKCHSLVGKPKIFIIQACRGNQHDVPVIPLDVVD
Target sequence (P55212 194-293 limits assumed): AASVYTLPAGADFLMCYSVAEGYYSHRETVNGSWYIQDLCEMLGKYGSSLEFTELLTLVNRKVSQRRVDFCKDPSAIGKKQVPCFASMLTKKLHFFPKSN
S100A4 inh HTS: S100A4-myosin IIA interaction inhibition. actives 0.14% (n = 360,000). inhibition, % at 10.7 µM. S100A4/TAMRA-MyoIIA peptide fluorescence polarization;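 active means mean inhibition of at least 70% across replicates, with every replicate also reaching that level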
Target sequence (P26447 whole entry, looked up): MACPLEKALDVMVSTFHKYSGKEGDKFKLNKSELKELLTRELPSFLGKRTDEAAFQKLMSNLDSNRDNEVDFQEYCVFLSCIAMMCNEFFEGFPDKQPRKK
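incubation = readout 5 min after mixing, signal stable up to 60 min | system = S100A4 monomer protein | buffer or medium = HEPES pH 7.2 with CaCl2, KCl, NaCl, DTT, Triton | benchmarks = neutral control DMSO, positive control TFP | also added = fluorescent myosin IIA peptide, 5 nM | compound dosing = one concentration per compound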
C2C12 statin: suppressors of simvastatin-induced myotoxicity in C2C12 myotubes; ATP luminescence, 48 h; scaled: DMSO 0, geranylgeraniol control 100; rescue of ATP level, % at 7.49 µM; actives 0.78% (n = 330,000);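 active means mean ATP rescue above about 67%, or every replicate alone reaching that limit, limit read from the data, passing the limit was not always enough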;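 further: myotubes were challenged with 10 µM simvastatin during compound exposure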
LGR2 inh: blocks bursicon-induced cAMP signaling via Drosophila LGR2 | inhibition, % at 9.99 µM | HEK293 LGR2, CRE-luciferase, bursicon-stimulated, 4 h | actives 0.35% (n = 380,000);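 active means drop in luminescence signal, shown as inhibition above about 50% in the replicate tests, limit read from the data, passing the limit was not always enough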;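 further: agonist challenge used bursicon conditioned medium at about half maximal strength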
FN deposit inh: fibronectin deposition inhibition; actives 0.086% (n = 350,000); AH1F fibroblasts, Alexa488-fibronectin deposition fluorescence, overnight; inhibition, % at 12.6 µM;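 active means mean inhibition across replicates of 30% or more, regardless of how many single replicates reach that level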;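 further: positive control wells lacked labelled fibronectin entirely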
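Material: AH1F fibroblasts assembling fluorescent fibronectin matrix; amount: 10000 AH1F cells/well; medium: DMEM, 2% serum; reagent: Alexa488-fibronectin, 24 nM final in well; dosing: single compound dose, delivered by pin transfer; incubation: 1 h adhesion, overnight exposure; detection: fluorescence after three HBSS washes, excitation 485 nm, emission 525 nm; measure: fibronectin deposition inhibition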
esBAF inh: inhibitors of esBAF chromatin remodeling in mouse ES cells. reporter increase, % at 12.5 µM. Bmi1-luciferase knock-in reporter, 24 h; 100% = twice the neutral-well signal. actives 2% (n = 350,000); in the data active means activation above about 40%;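 further: 0% = median of the plate's neutral control wells and 100% = double that signal; a rise in the Bmi1 reporter signal indicates esBAF inhibition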
* = called active by the depositor; . = no result given.

SMILES	SIRT5 block	CASP6 VEID inh	S100A4 inh HTS	C2C12 statin	LGR2 inh	FN deposit inh	esBAF inh
O=C1c2ccccc2C(=O)N1Cc1cc(-c2ccccc2Cl)no1	.	.	.	-4	-16	.	-8
CN(C)/N=C/C=C1\CC/C(=C\c2ccc(F)c(F)c2)C1=O	-7	0	0	.	-17	5	.
CO[C@H]1CN(C)C(=O)c2ccc(NC(=O)Nc3c(C)noc3C)cc2OC[C@@H](C)N(CC2CC2)C[C@@H]1C	1	-8	-16	6	8	11	1
C[C@@H](C(=O)OCC(=O)c1ccc(F)c(F)c1)N1C(=O)C2CCCCC2C1=O (some centres not stated)	-5	-1	-4	-7	-27	-27	-11
C[C@@H](NC(=O)C[C@H]1CC[C@@H]2[C@H](COc3ccc(NC(=O)C4CCOCC4)cc3C(=O)N2C)O1)c1ccccc1	2	1	10	-3	4	-16	-3
CN1CCc2c(sc(/N=C/c3cc(C(C)(C)C)ccc3O)c2C#N)C1	-2	-14	-6	4	-6	10	1
C/C(=N/N1CCN(Cc2ccccc2)CC1)c1ccc(Br)cc1	-5	-5	-2	-3	-5	-6	-3
Cc1ccc(NC(=O)NC(=O)CSc2nnnn2C)c(C)c1	.	.	.	-2	.	-1	12
O=C(CN1C(=O)NC(c2ccccc2)(c2ccccc2)C1=O)Nc1ccc2[nH]c(=O)[nH]c2c1	1	1	3	1	13	-3	-2
CNC[C@@H]1Oc2ncc(C#Cc3ccc(OC)c(OC)c3)cc2C(=O)N([C@H](C)CO)C[C@@H]1C	0	-7	-5	19	-8	-2	1
N#CC1(NC(=O)CSc2nnc(-c3ccccc3F)n2N)CCCCC1	3	2	1	-3	4	2	4
O=C(Cn1ccc2ccccc2c1=O)NCCC(=O)Nc1ccc2c(c1)OCCO2	.	.	.	-4	.	-3	-8
COCCCN1C(=O)C(CC(=O)NC(c2ccccc2)c2ccccc2)CC(C(=O)N2CCCCCC2)=C1C (configuration not stated)	.	-1	-2	.	8	7	.
CCS(=O)(=O)N1CCC2(CC1)CN(Cc1ccc3c(c1)OCO3)[C@H](CO)c1[nH]c3cc(OC)ccc3c12	-1	-3	5	.	-19	.	.
CN(CC(=O)Nc1ccccc1Cl)C(=O)CSC(=S)N1CCCC1	-3	3	-2	-10	0	1	8
CCN(CC)C(=O)CSc1nc2c(sc(=S)n2-c2ccccc2)c(=O)n1Cc1ccco1	.	.	.	-4	.	17	0
O=c1[nH]c2cc(Cl)c(Cl)cc2o1	.	0	0	0	17	.	-6
CC(C)NC(=O)Nc1ccc2c(c1)CC(=O)N([C@H](C)CO)C[C@H](C)[C@H](CN(C)Cc1ccc(C(=O)Nc3ccccc3N)cc1)O2	-5	-1	4	40	-32	.	-21
O=C(NCc1ccccc1F)Nc1ccc([N+](=O)[O-])cc1	3	.	-8	.	7	11	.
Cc1cccc(NNC(N)=S)c1	-3	0	-10	.	-1	.	.
C[C@@H]1CN([C@@H](C)CO)C(=O)c2cc(NC(=O)c3ccncc3)ccc2O[C@@H]1CN(C)C	-1	-1	-8	-14	7	.	-1
CC(C)COc1ccc(C(=S)N2CCCC2)cc1	1	0	0	.	-7	3	.
Cc1cccc(-c2ccc([C@@H]3[C@@H](CO)N4CCCCN(S(=O)(=O)c5ccccc5C)C[C@@H]34)cc2)c1	0	-5	0	.	-14	.	.
CCc1ccccc1S(=O)(=O)Cc1ccc(C(=O)N2CCN(c3ccccn3)CC2)o1	.	-1	2	-12	13	2	1
COC(=O)C1CCN(C(=O)COC(=O)CCc2nc3ccccc3c(=O)[nH]2)CC1	-2	-4	-8	.	.	2	.

(more compounds)
SMILES	SIRT5 block	CASP6 VEID inh	S100A4 inh HTS	C2C12 statin	LGR2 inh	FN deposit inh	esBAF inh
CSCC[C@H](N)C(=O)NC[C@H]1CC[C@H](C(=O)N[C@@H](Cc2ccccc2)C(=O)O)CC1	-1	6	0	4	14	-3	-8
O=C(O)CCNC(=O)/C(=C/C=C/c1ccccc1)NC(=O)c1ccccc1	1	-4	-18	.	-11	12	.
CCN(CC)CCNc1ccc(CO)c2oc3cc(Cl)ccc3c(=O)c12	-1	-4	-1	-2	.	3	22
CC(=O)c1cnc2nc(SCc3ccccc3C)nn2c1C	-2	2	5	2	-61	-4	10
O=C(Cc1ccccn1)NCC[C@@H]1CC[C@@H](NS(=O)(=O)c2ccccc2)[C@@H](CO)O1	0	1	-3	-8	2	.	1
O=C(Nc1ccc(N2CCCCC2)cc1)c1ccc([N+](=O)[O-])o1	2	11	-3	61	-12	3	16
C=CCn1c(CNC(=O)c2ccco2)nnc1SCC(=O)c1ccc(OC)cc1	2	2	-30	13	-3	.	-6
CCc1nnc(NC(=O)CSc2nnc(Cc3ccccc3)n2-c2ccc(OC)cc2)s1	.	.	.	-2	.	-14	1
COc1cc(S(=O)(=O)N2CCOCC2)cc(C(=O)OCC(=O)NC2CCCCC2)c1OC	-3	0	-5	-3	2	-8	4
CCOC(=O)[C@H]1[C@H]2COc3ccc(Br)cc3[C@@H]2N2C(=O)CN(Cc3ccccc3)C(=O)[C@@]12C	5	15	3	-10	-1	-2	3
C/C(=N\N(c1ccccc1)c1ccccc1)c1ccco1	-3	1	9	-2	14	.	-2
Cc1noc(C)c1NC(=O)Nc1ccc2c(c1)C(=O)N([C@@H](C)CO)C[C@H](C)[C@H](CN(C)Cc1ccc(C(=O)O)cc1)OCCCC[C@@H](C)O2	.	.	.	-29	4	.	1
C[C@H]1CN([C@@H](C)CO)C(=O)c2cc(-c3ccc(C#N)cc3)cnc2O[C@@H]1CN(C)C(=O)CN(C)C	-6	-14	7	10	9	2	0
Cc1ccccc1C(=O)NCC(=O)OC(C)C(=O)NC(C)CCc1ccccc1 (configuration not stated)	1	0	-3	11	-6	-5	-1
CNC[C@@H]1Oc2cc(-c3ccc(OC)cc3)ccc2S(=O)(=O)N([C@@H](C)CO)C[C@H]1C	.	.	.	.	-2	5	0
Cc1nnsc1C(=O)NNc1ccc(Cl)cc1	-1	-1	13	-6	-9	-1	-4
O=C(c1ccccc1)c1ccc2nc(-c3ccc(NC(=O)c4ccccc4F)cc3)[nH]c2c1	.	.	.	-122	19	.	34
OC(COCc1ccc(Cl)cc1)CN1CCN(CC(O)COCc2ccc(Cl)cc2)CC1 (configuration not stated)	.	.	.	-18	.	6	0
O=C(COc1ccccc1)NCC(=O)N/N=C/C=C/c1ccccc1	20*	-1	2	.	-5	3	.
O=C1Cc2cccc(=O)c(O)c2C(=O)O1	5	38*	0	.	-4	.	.
CCCNC(=O)c1cc(-c2ccc(OC)cc2)n(CCCOC)c1C	3	2	1	.	7	0	.
CC(=O)c1cccc(NC(=O)COC(=O)c2ccc3c(c2)OCCO3)c1	3	2	-6	.	-14	0	.
CC(C)(C)OC(=O)NCCCCCNC(=O)c1[nH]cnc1C(=O)Nc1cccc(Cl)c1	.	-2	-2	-3	-6	5	-7
CCOC(=O)c1c(NC(N)=O)nc2n1CCC2	2	4	-4	-1	-5	-15	4
COc1ccc(CN(C)C[C@H]2OCCCC[C@@H](C)Oc3ccc(NS(=O)(=O)c4ccc(Cl)cc4)cc3C(=O)N([C@@H](C)CO)C[C@@H]2C)cc1	4	-1	-4	.	5	-12	0

Next part
SMILES	SIRT5 block	CASP6 VEID inh	S100A4 inh HTS	C2C12 statin	LGR2 inh	FN deposit inh	esBAF inh
Cc1cc2nc(C(C)(C)C)cc(N)n2n1	-5	4	1	10	-6	.	-7
COc1ccc(CC(=O)Nc2ccccc2C(=O)NCCc2ccccc2)cc1	1	4	3	-12	.	-2	-67
Cn1c(SCCCC(=O)c2ccccc2)nnc1-c1ccncc1	.	.	.	-8	.	-7	11
CC(C)C[C@H]1COc2cccc(NCCO)c2S(=O)(=O)N1	-14	1	-2	.	-3	6	.
COC(=O)c1ccc2nc(-c3ccc(F)cc3)c(Cc3ccc(C)cc3)n2c1	-3	1	-4	.	-38	-5	.
CCOC(=O)C1CCCN(C(=O)CN2C(=O)COc3ccc(C(C)(C)C)cc32)C1 (configuration not stated)	1	-1	0	-46	2	.	-5
O=Cc1c(NCc2ccccc2Cl)c2ccccc2[nH]c1=O	2	2	-3	-3	5	-2	5
CNC[C@@H]1Oc2c(NC(=O)Nc3ccc(C(F)(F)F)cc3)cccc2C(=O)N([C@H](C)CO)C[C@@H]1C	4	3	-5	65	12	-4	2
Cc1ccc2nc(-c3ccccc3NC(=O)CCC(=O)O)c(=O)[nH]c2c1	-2	1	0	-7	11	9	6
COc1cc(-c2nnc(SCC(=O)N(C)C3CCS(=O)(=O)C3)o2)cc(OC)c1OC (configuration not stated)	15	1	-2	.	-11	-7	.
OCCC1CN(Cc2ccncc2)CCN1C1CCCC1 (configuration not stated)	-4	-6	0	.	4	-19	.
O=C(Nc1nc(-c2ccncc2)cs1)C1COc2ccccc2O1 (configuration not stated)	-2	-3	2	-11	49	31*	-7
COc1ccc(C2NC(=O)NC(C)=C2C(=O)OC2CCCCC2)cc1OC (configuration not stated)	-4	3	-3	7	4	-1	-13
CC1(Cc2ccccc2C#N)C(=O)Nc2cc(-c3ccccc3Cl)ccc21 (configuration not stated)	.	-3	-5	1	7	10	0
CC(CN1CCCC1)OC(=O)c1ccc(Br)cc1 (configuration not stated)	-2	-3	-1	-8	-1	-6	4
Cc1ccc(C(=O)Nc2ccccc2C(=O)NC2CCCCC2)cc1S(=O)(=O)N1CCOCC1	6	6	2	-28	17	.	2
O=C(c1ccccc1[N+](=O)[O-])N1CCC(Cc2ccccc2)CC1	1	-6	-7	-8	14	.	-5
Cc1ccc(NS(=O)(=O)c2cc(Br)cnc2N)cc1C	0	0	-1	0	6	-13	-1
O=C([C@H]1[C@H](CO)[C@H]2Cn3c(ccc(-c4cccc(F)c4)c3=O)[C@H]2N1Cc1cocn1)N1CCCCC1	-6	-3	-13	-5	-1	.	3

15 entries from above, reformatted:
molecule,SIRT5 block,CASP6 VEID inh,S100A4 inh HTS,C2C12 statin,LGR2 inh,FN deposit inh,esBAF inh
COC(=O)c1ccc2nc(-c3ccc(F)cc3)c(Cc3ccc(C)cc3)n2c1,-3,1,-4,.,-38,-5,.
CCOC(=O)C1CCCN(C(=O)CN2C(=O)COc3ccc(C(C)(C)C)cc32)C1 (configuration not stated),1,-1,0,-46,2,.,-5
O=Cc1c(NCc2ccccc2Cl)c2ccccc2[nH]c1=O,2,2,-3,-3,5,-2,5
CNC[C@@H]1Oc2c(NC(=O)Nc3ccc(C(F)(F)F)cc3)cccc2C(=O)N([C@H](C)CO)C[C@@H]1C,4,3,-5,65,12,-4,2
Cc1ccc2nc(-c3ccccc3NC(=O)CCC(=O)O)c(=O)[nH]c2c1,-2,1,0,-7,11,9,6
COc1cc(-c2nnc(SCC(=O)N(C)C3CCS(=O)(=O)C3)o2)cc(OC)c1OC (configuration not stated),15,1,-2,.,-11,-7,.
OCCC1CN(Cc2ccncc2)CCN1C1CCCC1 (configuration not stated),-4,-6,0,.,4,-19,.
O=C(Nc1nc(-c2ccncc2)cs1)C1COc2ccccc2O1 (configuration not stated),-2,-3,2,-11,49,31*,-7
COc1ccc(C2NC(=O)NC(C)=C2C(=O)OC2CCCCC2)cc1OC (configuration not stated),-4,3,-3,7,4,-1,-13
CC1(Cc2ccccc2C#N)C(=O)Nc2cc(-c3ccccc3Cl)ccc21 (configuration not stated),.,-3,-5,1,7,10,0
CC(CN1CCCC1)OC(=O)c1ccc(Br)cc1 (configuration not stated),-2,-3,-1,-8,-1,-6,4
Cc1ccc(C(=O)Nc2ccccc2C(=O)NC2CCCCC2)cc1S(=O)(=O)N1CCOCC1,6,6,2,-28,17,.,2
O=C(c1ccccc1[N+](=O)[O-])N1CCC(Cc2ccccc2)CC1,1,-6,-7,-8,14,.,-5
Cc1ccc(NS(=O)(=O)c2cc(Br)cnc2N)cc1C,0,0,-1,0,6,-13,-1
O=C([C@H]1[C@H](CO)[C@H]2Cn3c(ccc(-c4cccc(F)c4)c3=O)[C@H]2N1Cc1cocn1)N1CCCCC1,-6,-3,-13,-5,-1,.,3

An excerpt; count on the stated rates, not on these rows.
